GSK3B inh – inhibitors of human GSK3beta kinase. GST-GSK3beta kinase, ADP-Glo luminescence, 60 min; stronger effect = lower value. 0.038% of 300,000 active. P49841. activity score (negative = inhibition), % at 10 µM;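 active means more than half of replicate wells score below -50%, meaning over 50% inhibition versus plate controls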;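 further: 0% = median DMSO wells and -100% = median GW8510 positive control wells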
Target sequence (P49841 whole entry, looked up): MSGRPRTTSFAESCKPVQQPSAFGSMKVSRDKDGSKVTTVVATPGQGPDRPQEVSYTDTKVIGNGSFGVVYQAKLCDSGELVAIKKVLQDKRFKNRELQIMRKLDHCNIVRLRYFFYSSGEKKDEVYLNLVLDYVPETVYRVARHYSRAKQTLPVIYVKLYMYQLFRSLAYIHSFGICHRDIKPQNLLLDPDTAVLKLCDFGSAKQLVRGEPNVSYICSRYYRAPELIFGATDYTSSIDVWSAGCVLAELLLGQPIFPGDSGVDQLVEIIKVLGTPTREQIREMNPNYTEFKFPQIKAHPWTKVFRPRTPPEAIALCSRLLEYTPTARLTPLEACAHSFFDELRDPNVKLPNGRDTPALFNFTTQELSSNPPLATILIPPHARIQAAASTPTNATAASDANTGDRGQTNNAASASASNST
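Test system: GST-tagged human GSK3beta kinase, cell-free; evaluation: activity score scaled between in-plate DMSO and GW8510 controls; measured by: ADP-Glo luminescence; incubation: 60 min reaction, RT; benchmarks: DMSO and 20 µM GW8510; reagent: peptide substrate plus 25 µM ATP (final); medium: Tris/MgCl2 kinase buffer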
HSF1 activator – increases HSF-1 driven luciferase reporter signal. NIH3T3-HGL HSF-1 luciferase reporter, MG132, 8 h; 100% = twice DMSO control signal. activation, % at 9 µM. 1.7% of 300,000 active;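 active means mean replicate activation of at least 50% with a set share of replicates each reaching 50%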;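 further: 0% = median of the neutral control wells and 100% = twice that signal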
HSF1 inhib – HSF1 inhibition; NIH3T3-HGL HSE-luciferase, MG132-induced, luminescence 8 h; stronger effect = lower value; activity change, negative = inhibition, % at 7.5 µM (by protocol); 0.77% of 300,000 active;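 active means more than half of replicate wells show activity change below -50%, luminescence cut by over half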;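 further: luciferase reports HSF-1 transcriptional activity via heat shock element; 0% = median of DMSO wells and -100% = zero luminescence signal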
HSP90 inh – HSP90 refolding inhibition in rabbit reticulocyte lysate; luciferase refolding luminescence, 3 h; inhibition, % at 5.6 µM; 0.91% of 290,000 active;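 active means inhibition above the screen-wide mean plus 3 SD, computed separately per campaign, cut at about 16% in these data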;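 further: 0% = DMSO wells and 100% = 60 µM geldanamycin wells; inhibitors lower the luminescence because luciferase stays unfolded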
GSK3 alpha inh – human GSK-3 alpha kinase inhibition. ADP-Glo luminescence, 60 min. inhibition, % at 10 µM. 0.1% of 320,000 active;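 in the data active means inhibition above about 50%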;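 further: GST-tagged GSK-3 alpha with peptide substrate and 25 µM ATP; 0% = DMSO neutral wells and 100% = GW8510 positive control wells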
Target sequence (P49840 whole entry, looked up): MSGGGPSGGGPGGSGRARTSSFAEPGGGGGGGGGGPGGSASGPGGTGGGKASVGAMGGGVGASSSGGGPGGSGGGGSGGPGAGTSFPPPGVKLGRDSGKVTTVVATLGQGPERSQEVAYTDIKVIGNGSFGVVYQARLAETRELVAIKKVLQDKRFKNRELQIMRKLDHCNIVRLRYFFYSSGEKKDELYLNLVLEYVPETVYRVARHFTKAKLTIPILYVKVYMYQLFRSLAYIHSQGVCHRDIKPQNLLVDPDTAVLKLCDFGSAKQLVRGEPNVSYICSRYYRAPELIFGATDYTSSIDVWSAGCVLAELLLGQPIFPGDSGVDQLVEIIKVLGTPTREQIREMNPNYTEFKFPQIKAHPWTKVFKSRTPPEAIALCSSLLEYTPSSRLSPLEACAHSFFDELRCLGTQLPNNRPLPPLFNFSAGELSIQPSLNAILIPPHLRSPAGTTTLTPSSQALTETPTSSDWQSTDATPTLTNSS
AI-2 QS mod – modulates the Vibrio harveyi AI-2 quorum sensing system | Vibrio harveyi JMH597 AI-2 luminescence/OD600 ratio, 9 h; stronger effect = lower value; strain lacks LuxN and CqsS sensors; 0 = neutral-control median | activity change, % at 7.5 µM | AID 2094 | 0.4% of 300,000 active; in the data active means activity change below about -75%, passing the limit was not always enough;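 further: luminescence divided by OD600 gain over 9 h not by final OD600 alone; inactives centre near 13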
PolyA inhibitor – blocks polyadenylation in yeast reporter cells; S. cerevisiae SKY197-pL101 polyadenylation reporter, beta-gal luminescence; efflux-impaired pdr1/pdr3 knockout yeast; score 100 = 6 SD above DMSO; calls only at 12 µM; 0.02% of 300,000 active;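 active means lowest replicate activity score at least 50, where 100 means six control SD above control mean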;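 further: yeast exposed to compound for 9 h at 30 °C; higher score means more reporter readthrough which indicates perturbed polyadenylation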
IEC-6 cytotox – kills IEC-6 intestinal cells in KLF5 counter-screen; IEC-6 cytotoxicity, luminescence viability; inhibition, % at 5 µM; 0.78% of 290,000 active; in the data active means inhibition above about 22%;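 further: 0% = plate median of test compound wells and 100% = cytotoxic reference compound wells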
KLF5 inh – inhibitors of KLF5 expression. 0.23% of 290,000 active. DLD-1 KLF5 promoter-luciferase reporter, luminescence. inhibition, % at 5 µM;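 active means inhibition above a per-plate limit of that plate's mean compound inhibition plus 3 SD, cut at about 60% in these data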;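 further: 0% = DMSO wells and 100% = LY294002 at 200 µM; higher means less KLF5 promoter-driven luciferase light; inactives centre near -14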
aSyn UTR inh – 5' untranslated region of α-synuclein, MLPCN primary screen; alpha-synuclein 5'UTR reporter, inhibitor activity; inhibition, % (tested at 7.5 µM); 0.82% of 300,000 active; AID 1813; in the data active means inhibition above about 60%;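 further: H4 neuroglioblastoma cells stably carrying SNCA 5'UTR luciferase fusion; 0% = DMSO wells and 100% = positive control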
The depositor's hits bear a star; i = inactive; nt = no result given. The list is partial; the hit share may differ from the screen's.

SMILES	GSK3B inh	HSF1 activator	HSF1 inhib	HSP90 inh	GSK3 alpha inh	AI-2 QS mod	PolyA inhibitor	IEC-6 cytotox	KLF5 inh	aSyn UTR inh
COc1cccc(CNCc2ccc(SC)cc2)c1OC	-2	0	0	-3	-2	12	i	-9	-36	29
CCOc1ccc(NC(=O)N2CCC(c3ccc(C)cc3)C2)cc1 (stereo unspecified)	4	3	4	-1	0	7	i	-3	-52	-67
CC(C)CC(=O)N1CCN(Cc2ccccc2Br)CC1	2	-3	0	1	-1	-3	i	2	-27	6
CCN(C(=O)CN1C(=O)c2ccccc2S1(=O)=O)C1CCCCC1	1	-7	-1	nt	1	2	i	nt	nt	-2
CC1(C)CC(NC(=O)CCC2CCCC2)CC(C)(C)N1	0	12	-6	-2	-1	6	i	-8	-1	-6
Cn1c(=O)[nH]c(=O)c2c1nc(N/N=C/C(Br)=C/c1ccccc1)n2CCO	-2	0	4	-1	2	17	i	-6	-1	-18
COC(=O)c1cn(-c2ccccc2)nc1-c1ccc(OC)cc1	-1	12	0	-2	-1	15	i	-2	-13	-27
CCOC(=O)C(CC)(CCC(=O)O)c1csc(Nc2ccc(C)cc2)n1 (stereo unspecified)	2	1	-3	-4	-4	7	i	2	-35	9
CCOC(=O)c1cnc(SCc2ccc(C(C)(C)C)cc2)nc1N	-2	5	-1	-1	-1	22	i	2	-24	-39
CCOC(=O)CC1CCCCN1Cc1cn[nH]c1-c1ccc(F)cc1F (stereo unspecified)	1	20	2	2	-3	23	i	0	-26	-1
CCCS(=O)(=O)N1CCCC(C(=O)c2ccccc2OC)C1 (stereo unspecified)	-2	6	1	3	-3	9	i	9	-21	15
CCN1C(=O)c2ccc(C(=O)NCc3ccccc3)cc2C1=O	2	-4	-7	0	-1	9	i	4	-9	-10
CCCSc1nc(N)nc(-c2cccs2)c1C#N	-4	35	4	-7	3	7	i	-4	-31	-39
CCC(C)NC(=O)Nc1ccc(Br)cc1 (stereo unspecified)	5	42	15	-3	9	13	i	-7	-47	-73
COc1ccc(-c2csc(Nc3ccccn3)n2)cc1	2	57*	12	4	-1	0	i	2	-69	-23
O=C(c1sc2cc([N+](=O)[O-])ccc2c1Cl)N1CCOCC1	2	10	6	3	-1	9	i	4	2	-2
COc1cc2c(cc1OC)C(c1cccs1)N(C(=O)c1ccc(S(=O)(=O)N(C)C)cc1)CC2 (stereo unspecified)	5	-21	-6	3	-2	11	i	-1	-2	23
CC1(C)Cc2c(C#N)c(OCC(=O)c3ccccc3)nc(-c3ccoc3)c2CO1	2	-8	-11	1	-1	1	i	1	4	40
COCCCNC(=S)N1CCCN(c2nc3cc(C)c(C)cc3cc2C#N)CC1	0	4	-4	0	-2	25	i	3	-44	-23
Cc1cc(C2C(=O)c3ccccc3C2=O)c(C)c(C)c1C	2	3	0	-3	-2	8	i	0	-13	0
O=S1(=O)CCN(Cc2ccccc2C(F)(F)F)CC1	4	-9	-6	-1	-1	18	i	1	-4	8
COc1ccc(-c2nc3cc(NC(=S)NC(=O)Cc4ccccc4)ccc3o2)cc1	-25	27	16	-2	0	15	i	-10	-13	-143
COC/C=C/C1=CC2=CC(=O)C(C)(OC(=O)c3cnc4ccccc4n3)C(=O)C2=CN1CCOC (stereo unspecified)	2	-7	-5	nt	1	33	i	nt	nt	15
CCOC(=O)N1CCN(c2c(NCCc3ccccc3)c(=O)c2=O)CC1	2	8	-4	0	0	0	i	3	16	5
O=C(CC1OC(=O)c2ccccc21)Nc1cccc(S(=O)(=O)N2CCCCCC2)c1 (stereo unspecified)	4	-7	-5	-3	0	18	i	4	-12	5

As a short view, some entries already given.
SMILES	GSK3B inh	HSF1 activator	HSF1 inhib	HSP90 inh	GSK3 alpha inh	AI-2 QS mod	PolyA inhibitor	IEC-6 cytotox	KLF5 inh	aSyn UTR inh
COc1ccc(-c2csc(Nc3ccccn3)n2)cc1	2	57*	12	4	-1	0	i	2	-69	-23
O=C(c1sc2cc([N+](=O)[O-])ccc2c1Cl)N1CCOCC1	2	10	6	3	-1	9	i	4	2	-2
COc1cc2c(cc1OC)C(c1cccs1)N(C(=O)c1ccc(S(=O)(=O)N(C)C)cc1)CC2 (stereo unspecified)	5	-21	-6	3	-2	11	i	-1	-2	23
CC1(C)Cc2c(C#N)c(OCC(=O)c3ccccc3)nc(-c3ccoc3)c2CO1	2	-8	-11	1	-1	1	i	1	4	40
COCCCNC(=S)N1CCCN(c2nc3cc(C)c(C)cc3cc2C#N)CC1	0	4	-4	0	-2	25	i	3	-44	-23

New compounds follow.
SMILES	GSK3B inh	HSF1 activator	HSF1 inhib	HSP90 inh	GSK3 alpha inh	AI-2 QS mod	PolyA inhibitor	IEC-6 cytotox	KLF5 inh	aSyn UTR inh
CCCn1c2ccccc2c2nnc(SCC(=O)Nc3cc(C)on3)nc21	-2	26	11	1	1	18	i	0	-18	14
CCCCN(CC)Cc1ccc(CNC(=S)Nc2ccc(C)cc2Cl)o1	4	-28	-13	6	2	5	i	3	2	12
CC1CCCCN1C(=O)c1cc2c(=O)n3ccccc3nc2s1 (stereo unspecified)	1	14	-1	-7	1	18	i	-6	-67	-36
COc1ccc(CNC(=O)Cn2nnc3ccccc3c2=O)cc1	-2	12	3	-1	0	-8	i	2	-16	-1
COc1ccc(C(C(=O)NCC2CCCO2)N(C(=O)Cn2nnc3ccccc32)c2ccc(NC(C)=O)cc2)cc1OC (stereo unspecified)	nt	84*	26	-4	-2	nt	i	6	4	6
CCn1c(COc2ccc(Cl)cc2)nnc1SC1CCc2ccccc2C1=O (stereo unspecified)	2	-3	-3	5	-4	22	i	1	-20	-27
CN(Cc1cccs1)c1ncnc2sccc12	-5	-4	-2	-1	nt	14	i	-1	-26	12
COc1ccccc1CNC(=O)CN(C)CC(=O)Nc1cccc(F)c1	2	-7	1	-1	-1	32	i	-7	21	0
CCSc1nnc(NC(=O)c2ccc(Br)s2)s1	-3	23	3	0	2	17	i	-1	-2	-89
O=C1COc2ccc(C(=O)COC(=O)Cc3ccc(Cl)cc3)cc2N1	-4	13	-1	0	4	-72	i	-2	2	-18
NNC(=O)c1ccc(CSc2n[nH]c(=O)[nH]c2=O)cc1	0	-7	-1	-2	-1	23	i	3	1	-7
CCN1CCCC1CNC(=O)C(=O)NC(C)C (stereo unspecified)	-1	-7	-13	-2	-1	30	i	4	-28	-11
COc1cccc(C2C(C(=O)Nc3nc4ccccc4s3)=C(C)NC3=C2C(=O)CC(C)(C)C3)c1OC (stereo unspecified)	2	24	19	0	1	18	i	2	-12	20
CN(CC(=O)Nc1cccc(F)c1)C(=O)CN1C(=O)C2CC=CCC2C1=O (stereo unspecified)	-1	-9	-1	nt	nt	9	i	nt	nt	-8
O=C(OCC(=O)N1CCCCCC1)c1ccc(Cl)c(S(=O)(=O)N2CCCC2)c1	0	-5	11	0	0	7	i	-1	-27	-11
OCCNc1nc2nonc2nc1NCCO	-27	-58	-49	1	0	1	i	-1	-6	4
COc1cc(CCC(=O)N2CCN(c3ncccn3)CC2)cc(OC)c1OC	3	4	-7	4	1	66	i	-1	-23	-1
O=C(CSc1ccccc1)NCCCc1ccccc1	-4	10	4	0	-2	14	i	1	-23	-3
Cc1cc(C)n2c(nc3ccccc32)c1C(=O)NN	7	34	4	1	-4	12	i	-5	-46	-30
CCOC(=O)NN1C(=O)c2ccccc2NC1c1ccccn1 (stereo unspecified)	0	9	1	-5	-3	5	i	-4	-1	1
CC(NC(=O)c1cc(-c2ccc3c(c2)OCO3)nc2ccccc12)C(C)(C)C (stereo unspecified)	0	-30	-22	-1	1	14	i	-2	3	-32
CC(SC1CCCC1)C(=O)Nc1ccnn1C(C)C (stereo unspecified)	2	20	-2	2	-3	9	i	-2	-25	12
Cc1cc([N+](=O)[O-])nn1CC(=O)NCCc1c[nH]c2ccccc12	1	-4	3	-1	1	13	i	-1	-24	-7
C=C1CC2C(CCC3(C)C2CCC3(O)C(C)=O)C2(C)CCC(=O)C=C12 (stereo unspecified)	-5	17	2	3	5	27	i	-11	-13	-50
CCOC(=O)n1c(=O)oc2ccccc21	4	nt	nt	3	-1	4	i	1	-4	-7
The listing continues:
SMILES	GSK3B inh	HSF1 activator	HSF1 inhib	HSP90 inh	GSK3 alpha inh	AI-2 QS mod	PolyA inhibitor	IEC-6 cytotox	KLF5 inh	aSyn UTR inh
O=C(NC12CC3CC(CC(C3)C1)C2)c1cccc(OC(F)F)c1	-2	30	6	-3	0	21	i	-1	-62	-47
Cc1ccc(CNC(=O)CCC2CCCN(Cc3ccc4cccc(F)c4n3)C2)o1 (stereo unspecified)	-2	-4	-3	-1	-2	22	i	-1	-11	17
O=C(N/N=C/c1ccccc1Br)C1CC1	0	5	7	1	-1	19	i	1	-23	2
CC(Sc1nnc(COc2ccc([N+](=O)[O-])cc2)n1C)C(=O)O (stereo unspecified)	-1	-3	-7	2	1	13	i	2	13	17
Cc1nn2c(SCC(=O)c3cccs3)cc(C(C)(C)C)nc2c1-c1ccccc1	0	5	-3	0	-1	23	i	-6	10	54
COc1cccc(NC(=O)COC(=O)CCOc2ccccc2OC)c1	1	-2	-3	-1	-2	-2	i	2	0	-13
Cc1ccc(N2C(=O)CC(Sc3nc(C)cc(C)n3)C2=O)cc1 (stereo unspecified)	2	-5	-5	0	-3	1	i	5	42	-63
COc1ccc2[nH]c(=O)c(CN(C(=O)c3cccnc3)c3ccccc3OC)cc2c1	-3	3	-4	1	-2	11	i	-2	-16	3
COc1ccc2c(=O)c(C(=O)O)c(-c3ccc4c(c3)OCO4)n(C)c2c1	1	-8	0	-2	0	12	i	-10	-12	23
Fc1ccc(F)c(CN2CCN(c3ncccn3)CC2)c1	-2	-5	-8	-2	-1	24	i	-2	4	-3
COc1ccc(S(=O)(=O)N2CCCC(C(=O)NCc3ccccc3)C2)cc1 (stereo unspecified)	2	15	0	13	0	3	i	-3	-11	23
CSc1ccc(S(=O)(=O)NC2CCCCCC2)cc1	0	-7	-13	2	-2	13	i	1	-14	25
CC(=O)Nc1ccc([C@H]2[C@H](C)CC[C@H]3C(=O)N4[C@@H](CC[C@@H](C)[C@@H]4c4ccc(NC(C)=O)cc4)C(=O)N32)cc1	2	-15	-4	2	1	28	i	-7	-38	3
COc1ccc([N+](=O)[O-])cc1NC(=O)C(C)Sc1ccccc1 (stereo unspecified)	1	-1	-6	3	2	13	i	-2	-11	35
Cc1nnc(Nc2ccc(C(=O)N3CCOCC3)cc2)c2ccccc12	1	1	-8	0	-2	23	i	9	-19	9
O=C(CSc1ccc(Cl)cc1)Nc1ncccn1	1	-1	-2	5	-6	23	nt	-5	-56	14
COc1cccc(C(=O)NNC(=O)c2sccc2-n2cccc2)c1	1	-3	-4	-2	2	18	i	0	11	-1
CCOC(=O)c1cn(CC(=O)Nc2ccc(CC)cc2)nn1	-2	-7	-5	-2	0	13	i	1	-19	8
Cc1cc(=O)[nH]c(SCC(=O)Nc2ccc(Br)cn2)n1	2	-8	-2	0	3	31	i	-1	12	20
COc1ccc(CN2CCCC(C(=O)N3CCc4ccccc4C3)C2)cc1OC (stereo unspecified)	2	-3	0	-4	1	4	i	0	-21	12
COc1ccc(Nc2nc(C)cc(-c3cc(-c4ccccc4)on3)n2)cc1	2	10	3	nt	-2	19	i	nt	nt	-8
